# PLC-beta3 inh = human PLC-beta3 inhibitors, primary screen, biochemical, fluorescence; inhibition, % at 12.2 µM; hit rate 0.18% among 370,000; Purified PLC-beta3, fluorogenic substrate; AID 720704, 2013; in the data active = inhibition above about 11%;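 also: 0% = median of compound wells on plate and 100% = full blocker control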
# KLK7 zymogen act = proKLK7 zymogen activators, primary screen, biochemical, fluorescence intensity; activation, % at 7 µM; Kallikrein-7 (Homo sapiens), P49862; hit rate 0.9% among 370,000; purified proKLK7, EDANS-DABCYL substrate fluorescence; 100% is mature enzyme control, 0% vehicle;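 active = activation above the mean of all tested compounds plus 3 SD, computed per campaign excluding outliers beyond control limits, cut at about 13% in these data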
# Target sequence (P49862 whole entry, looked up): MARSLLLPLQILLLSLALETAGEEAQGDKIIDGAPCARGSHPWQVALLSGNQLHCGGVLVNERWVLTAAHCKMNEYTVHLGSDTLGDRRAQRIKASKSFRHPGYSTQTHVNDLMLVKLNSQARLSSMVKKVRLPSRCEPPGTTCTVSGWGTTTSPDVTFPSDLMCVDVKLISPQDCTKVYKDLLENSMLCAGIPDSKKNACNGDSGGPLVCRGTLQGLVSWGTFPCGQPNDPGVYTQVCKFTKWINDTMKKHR
# DDE Tn7 FP inh = inhibitors of Tn7 peptide binding to fibrin DD(E), primary screen, biochemical, fluorescence polarization, human fibrin, Tn7 probe | hit rate 0.13% among 370,000 | FP displacement of FITC-Tn7 peptide from fibrin DD(E); 0% = median of compound wells per plate | Fibrinogen beta chain (Homo sapiens), P02675 | inhibition, % at 8.3 µM;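 active = inhibition above the mean of compounds falling within the control limits plus 3 SD of them, cut at about 14% in these data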;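 also: 0% = plate median of compound wells and 100% = 10 µM Aha-Tn7 peptide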
# Target sequence (P02675 whole entry, looked up): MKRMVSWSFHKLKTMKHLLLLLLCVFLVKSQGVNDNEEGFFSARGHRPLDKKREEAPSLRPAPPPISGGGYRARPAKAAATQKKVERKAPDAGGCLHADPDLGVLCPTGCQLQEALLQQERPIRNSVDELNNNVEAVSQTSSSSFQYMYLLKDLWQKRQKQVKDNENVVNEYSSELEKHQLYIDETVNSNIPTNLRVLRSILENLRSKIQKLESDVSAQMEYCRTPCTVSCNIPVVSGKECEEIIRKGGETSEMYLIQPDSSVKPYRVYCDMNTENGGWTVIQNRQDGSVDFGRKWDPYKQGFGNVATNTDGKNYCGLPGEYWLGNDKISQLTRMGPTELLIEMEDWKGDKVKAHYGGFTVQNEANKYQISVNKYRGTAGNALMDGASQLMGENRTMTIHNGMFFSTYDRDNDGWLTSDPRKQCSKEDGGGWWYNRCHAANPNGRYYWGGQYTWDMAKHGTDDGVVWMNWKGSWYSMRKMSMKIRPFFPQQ
#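 Assay system: Human clot-derived fibrin DD(E) complex | Buffer or medium: Tris/NaCl/CaCl2 buffer, pH 7.8 | Repeats: One replicate per compound | Benchmarks: Aha-Tn7 high control | Measure: % inhibition scaled between sample-field median and high-control FP | Schedule: 10 min plus 3 h, room temperature | Signal: Fluorescence polarization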
# UHRF1 binding = UHRF1 methylated DNA binding inhibitors, primary screen, counter-screen for MBD2 inhibitor project, biochemical, TR-FRET, human UHRF1, single concentration; E3 ubiquitin-protein ligase UHRF1 (Homo sapiens), Q96T88; inhibition, % at 4.4 µM; AID 687016, 2013; hit rate 0.75% among 370,000; UHRF1 binding to methylated oligo; in the data active = inhibition above about 21%;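 also: UHRF1 SRA domain binding a hemimethylated CpG hairpin DNA probe; 0% = median of test compound wells and 100% = reference inhibitor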
# PLC-gamma1 inh = PLC-gamma1 enzyme inhibitors, primary screen, biochemical, fluorescence, purified enzyme. AID 720700, 2013. hit rate 0.84% among 370,000. fluorogenic substrate. inhibition, % at 12.2 µM; in the data active = inhibition above about 9.5%
# HGIII-sPLA2 inh = human group III sPLA2 inhibitors, primary screen, biochemical, QFRET, BODIPY PC-A2 liposome substrate; hit rate 0.56% among 370,000; inhibition, % at 12.2 µM; AID 743126, 2013; QFRET BODIPY PC-A2 liposome hydrolysis, fluorescence; Group 3 secretory phospholipase A2 (Homo sapiens), Q9NZ20;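 active = inhibition above mean plus 3 SD of compounds lying within the high and low control bounds, cut at about 19% in these data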;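 also: 0% = median of test compound wells and 100% = no enzyme DMSO wells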
# ASAP1 inh = inhibitors of human ASAP1 ArfGAP activity, primary screen, biochemical, fluorescence polarization; Arf-GAP with SH3 domain, ANK repeat and PH domain-containing protein 1 (Homo sapiens), …; ASAP1-stimulated ARF1 GTP hydrolysis, GDP FP detection; hit rate 0.19% among 360,000; inhibition, % at 16.5 µM; in the data active = inhibition above about 25%;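 also: 0% = vehicle with enzyme and substrate and 100% = no enzyme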
# NR1D1 modulator = modulators of Rev-erb alpha DNA binding, primary screen, biochemical, FITC-DNA, fluorescence polarization, uHTS; Nuclear receptor subfamily 1 group D member 1 (Homo sapiens), P20393; Rev-erbα–FITC-DNA binding, 90 min; activity, % at 10 µM; hit rate 0.79% among 370,000;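 active = activity above about 14%, limit read from the data; passing the limit was not always enough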;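 also: 0% = DMSO wells with 35 nM protein and 100% = DMSO wells with 750 nM protein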
# Tn6 DDE FP = inhibitors of Tn6 peptide binding to fibrin DD(E), primary screen, biochemical, fluorescence polarization, human fibrin, Tn6 probe. Fibrinogen beta chain (Homo sapiens), P02675. hit rate 0.21% among 370,000. Fibrin DD(E) TRITC-Tn6 fluorescence polarization displacement. inhibition, % at 8.3 µM. AID 720509, 2013;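 active = inhibition above a per-campaign cutoff: mean of compounds within control limits plus 3 SD, cut at about 15% in these data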;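 also: 0% = median of all compound wells on the plate and 100% = blocking peptide control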
# ARFGAP1 inh = inhibitors of rat ARFGAP1 GAP activity, primary screen, biochemical, fluorescence polarization, GDP tracer | hit rate 0.26% among 360,000 | Arfgap1-stimulated ARF1 GTP hydrolysis, GDP FP detection | ADP-ribosylation factor GTPase-activating protein 1 (Rattus norvegicus), Q62848 | AID 651572, 2012 | inhibition, % at 16.5 µM;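 active = inhibition above a per-plate limit, mean inhibition of low control wells plus 3 SD, cut at about 25% in these data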;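 also: 0% = DMSO wells with enzyme and 100% = wells lacking Arfgap1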
# Target sequence (Q62848 1-136 limits assumed): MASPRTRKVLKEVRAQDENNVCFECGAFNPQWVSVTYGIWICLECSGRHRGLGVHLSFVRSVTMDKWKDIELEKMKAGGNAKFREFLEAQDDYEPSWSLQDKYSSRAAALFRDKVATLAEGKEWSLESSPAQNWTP
#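 Repeats: one replicate per compound; assay system: rat Arfgap1 catalytic domain, aa 1-136; times: enzyme reaction 120 min at 25 °C after 20 min preincubation; detection: FP of antibody-bound GDP Alexa 633 tracer, ex 620/em 688 nm; benchmarks: high control wells lacking Arfgap1, low control full reaction with DMSO; reagent: human ARF1(Δ1-17)-GTP substrate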
# Numbers without * were called inactive; i = inactive; / = no result given.
canonical_smiles,PLC-beta3 inh,KLK7 zymogen act,DDE Tn7 FP inh,UHRF1 binding,PLC-gamma1 inh,HGIII-sPLA2 inh,ASAP1 inh,NR1D1 modulator,Tn6 DDE FP,ARFGAP1 inh
Cc1c(NS(=O)(=O)c2ccc(NCC3CCCO3)c([N+](=O)[O-])c2)c(=O)n(-c2ccccc2)n1C (centres undefined),-6,0.3,0,-1,4,2,1,-4,2,2
CCCC[C@H]1C2CC(OC(=O)NCCCc3ccccc3)C(C2)[C@H]2CCCCN21 (some centres undefined),4,0.0,-1,0,2,5,/,2,5,/
Cc1ccccc1/C=N/NC(=O)Cn1cnc([N+](=O)[O-])n1,0,0.2,-1,3,3,8,10,-6,-1,0
c1ccc2nc(N3CCOCC3)c(N3CCOCC3)nc2c1,-2,-0.2,3,-1,0,-1,-5,-2,3,3
COCCC(=O)N1CCC(Oc2ccc(C(=O)NCCCC3CCCC3)cc2)CC1,-2,0.1,-4,3,1,-3,1,3,-5,1
CCCOC(=O)CSc1nnc(-c2ccccc2Cl)o1,3,-0.3,-4,1,0,-5,9,5,-4,0
CC1CCc2c(C(=O)Nc3ccc(N4CCOCC4)cc3)csc2C1 (centres undefined),-8,-4.0,0,2,-4,7,3,4,-6,10
Cc1ccc(C(=O)Nc2ccccc2C(=O)NC(C(=O)O)C(C)C)cc1 (centres undefined),3,0.3,2,0,-1,2,10,1,5,12
O=C(O)COc1ccc(Cl)cc1C1CCCCC1,-2,-0.4,-5,2,-1,1,23,6,7,-2
CCc1noc(C)c1C(=O)N1CCN(c2cccc(C)c2C)CC1,1,0.2,-8,0,4,4,4,-1,-5,-8
OC(c1ccccc1)(c1ccccc1)c1nccc2ccccc12,3,0.4,7,-3,2,-4,4,11,2,-7
CCOC(=O)c1nnc(-c2ccccc2)nc1N1CCSCC1,1,-0.1,0,-2,0,-5,5,-1,-4,-5
Cc1ccc(C(=O)CSc2nnc(-c3snnc3C)n2C2CC2)cc1,-5,-0.2,6,0,3,-6,-3,5,2,-9
CCOc1cccc2sc(=NC(=O)CCS(=O)(=O)c3ccc(F)cc3)n(C)c12,-7,-0.8,4,0,-4,1,-12,5,-6,6
CCCCC(CCC(=O)Nc1cc([N+](=O)[O-])ccc1O)C(=O)O (centres undefined),-1,-0.8,-5,0,1,3,-3,2,1,-11
Cc1csc(N=Nc2ccc(N(C)C)cc2)[n+]1[O-],10,0.3,2,-36,11*,16,8,-28,2,-3
O=C(O)c1cc(C2CC2)nn1-c1ccccc1,0,0.3,-2,-1,-2,5,-10,-6,0,1
Cc1ccc2c(c1)-c1cc(C)ccc1C2=O,3,-0.8,2,-3,2,-2,-15,2,1,4
O=C(Nc1cccc(C(=O)N2CCCCC2)c1)C1CC1,0,-0.4,-6,1,2,-2,2,0,-2,-2
O=C(CN(C(=O)c1csnn1)c1cccc(F)c1)NC1CCCC1,-11,-0.8,0,-1,0,10,5,7,4,21
CC1(C(=O)NS(=O)(=O)C2CC2)CCN(C(=O)c2cc(F)cc(F)c2)C1 (centres undefined),0,0.7,-3,1,0,6,10,2,-5,13
Clc1cccc(CN2CCC(Cc3ccccc3)CC2)c1,3,0.1,0,0,2,3,8,4,0,4
CCC1=C2CC[C@H]3C(=O)N(CC)C(=O)[C@H]3[C@H]2[C@@]2(Cc3ccccc3)C(=NCc3ccccc3)OC(=O)N2C1=O,-12,0.6,-5,3,-4,-4,17,-2,-3,4
O=C(Nc1ccccc1N1CCOCC1)C1CCN(S(=O)(=O)c2ccc(F)cc2)CC1,0,0.3,-5,-2,2,0,9,-6,0,7
CCCCN1C(=O)C(CC(=O)NCCCN(C)C)CC(C(=O)N2CCOCC2)=C1C (centres undefined),3,-0.3,3,3,3,-2,-6,-2,-1,8
CC(CN1CCOCC1)OC(=O)C(c1ccccc1)c1ccccc1 (centres undefined),-1,0.0,4,3,0,4,-5,-1,4,2
COc1ccc2cc(C=NS(=O)(=O)c3ccc(C)cc3)n(C)c2c1,-5,-0.4,-6,-2,-3,-2,9,-2,2,4
O=C(NCc1ccc2c(c1)CCO2)Nc1ccccc1,-6,0.4,-3,-2,1,-1,-1,-2,3,7
COc1ccccc1Cn1c(=S)[nH]c2cc(C(=O)NC(C)C)ccc2c1=O,-4,0.5,-3,0,1,5,1,14,0,9
COc1cc2c3c(c1)/C(=C1/SC(NC(C)=O)=NC1=O)C(=O)N3C(C)(C)C=C2C,3,-0.1,5,-4,0,9,4,5,-4,5
CCn1c(SCC(=O)NC2CC2)nnc1-c1ccc(F)cc1,-2,-0.9,-3,0,0,5,17,-2,6,-5
COC(=O)c1cc(=O)n(Cc2ccco2)c(=Nc2ccccc2)s1,-1,0.0,-2,-1,-2,0,-5,-7,5,1
CCN(CC(=O)Nc1ccc(NC(C)=O)cc1)C(=O)c1sc2nc3n(c(=O)c2c1C)CCC3,0,0.1,-5,-2,0,-2,-5,-2,3,5
O=C1OCCN1C(=O)[C@H]1[C@H](c2ccc(Cl)cc2)C(c2cccc(Cl)c2)=NN1c1ccc(Br)cc1,i,-322,0,0,i,-17,-10,1,4,-6
COc1ccc2[nH]c3c(c2c1)CCN1C(=O)C(CC(=O)NCCCn2ccnc2)C[C@H](C(=O)N2CCOCC2)[C@@]31CCC1CCCC1 (some centres undefined),0,0.5,0,2,2,-6,13,-5,-2,10
O=C(Oc1nsnc1N1CCOCC1)N1CCOCC1,0,0.4,-6,4,2,-2,-19,-2,0,-11
O=C(O)CC1S/C(=N\N=C2\C(=O)Nc3ccccc32)N(c2ccc(O)cc2)C1=O (centres undefined),-4,-0.2,-1,-7,3,-11,2,-2,-8,-2
O=C(CN(Cc1ccccc1)C(=O)c1csnn1)NCc1ccc2c(c1)OCO2,-5,-0.1,10,0,0,2,-1,1,-6,9
O=C(O)CCNS(=O)(=O)c1cccc2nsnc12,4,-0.2,-8,1,1,4,8,-4,-7,5
Cc1cc(C(=O)NCc2ccco2)no1,-1,0.1,-1,0,6,0,-2,1,3,3
CCCCNC(=O)C1CCCN1C(=O)Nc1ccc2c(c1)OCO2 (centres undefined),0,0.4,2,2,0,0,/,2,7,/
CSc1ccccc1NC(=O)C1=COCCO1,-5,0.2,-3,0,0,6,4,5,10,8
CN1CCN(c2ccc(NC(=O)c3cc([N+](=O)[O-])ccc3N3CCOCC3)cc2)CC1,-2,-0.5,0,-1,3,2,3,-2,-4,14
CSc1ccccc1OCc1cc(C(=O)N2CCC(Oc3cccnc3)CC2)no1,-6,-0.2,-4,-2,0,-24,-4,2,5,9
Cn1c(=O)c2cc(NC(=O)NCc3ccc(Cl)cc3Cl)ccc2n1Cc1ccc(F)cc1,i,-4.2,0,1,-424,-10,14,-4,-3,4
CN(C(=O)c1cccc(NC(=O)Cc2ccc(NC(=O)C3CCCN(C(=O)C4CCCC4)C3)cc2)c1)C1CC1 (centres undefined),-6,0.1,0,2,-3,0,11,6,4,3
Cc1cccc(-c2oc3ccccc3c2C#CCCO)c1,-23,-2.2,4,2,-14,-3,11,-6,-7,-4
S=C(NCc1ccccc1)NCc1ccco1,-15,-0.6,-1,1,-4,7,6,-1,1,13
O=C(O)C(c1ccccc1)C(O)C1CCCC1 (centres undefined),5,-0.2,5,0,-2,-5,7,0,5,-23
O=C(CN1CCN(c2ccc(F)cc2)CC1)Nc1ccc2c(c1)OCCO2,-13,0.3,2,0,-3,4,20,8,7,-14

# The results go on.
canonical_smiles,PLC-beta3 inh,KLK7 zymogen act,DDE Tn7 FP inh,UHRF1 binding,PLC-gamma1 inh,HGIII-sPLA2 inh,ASAP1 inh,NR1D1 modulator,Tn6 DDE FP,ARFGAP1 inh
CSc1ccc(-c2c(C#N)c(N)nc3c2c(C)nn3-c2ccccc2)cc1,-128,-3.1,0,2,-107,2,8,59*,-1,-4
Cc1ccccc1CNC(=O)c1ccccc1C(=O)O,4,-0.3,-11,3,6,4,-2,1,-5,-10
COc1cc(CNC(=O)c2cc(-c3ccc(OC)cc3C)n[nH]2)cc(OC)c1,0,-0.3,-1,-1,1,-10,10,-3,-4,-10
CCOC(=O)C(CC)Sc1nc2c(c(=O)[nH]c(=O)n2C)n1C/C=C(/C)Cl (centres undefined),3,0.1,-2,4,-1,1,-4,1,3,0
CN(C)c1nc(OCCNC(=O)COc2ccccc2Cl)nc(N(C)C)n1,5,0.0,-10,-3,1,-2,2,-2,-7,-9
O=C(NCCSCc1ccccc1)c1ccccc1,1,-0.1,13,-1,-2,-6,-3,3,7,-16
O=C(O)c1cccc(NC(=O)c2ccc3c(c2)C(=O)N(c2cccc([N+](=O)[O-])c2)C3=O)c1,-4,0.3,3,13,-1,5,-2,3,1,0
O=C(N/N=C/c1ccccn1)c1cc(-c2ccc(Cl)s2)[nH]n1,-2,-0.6,-7,1,5,8,9,-3,-4,7
O=Cc1cc(-c2ccccc2)[nH]c1-c1ccccc1,-14,-1.0,-3,0,-12,1,15,1,-5,-2
COc1ccc(CNC(=O)C(=O)N2CCC3(CC2)OCCN3S(=O)(=O)c2ccc(C)cc2)cc1,-6,0.2,-5,4,2,-4,0,0,0,4
O=C(Nc1ccc(Cl)cc1)C1CCCN1C(=O)NCc1ccccc1 (centres undefined),-1,-0.1,3,-1,2,1,7,0,2,3
COc1ccc(NC(=O)/C=C/c2ccccc2[N+](=O)[O-])c(OC)c1,4,0.8,0,1,5,-7,-1,-7,0,14
COc1ccc(-n2cnc3c(cnn3CCC#N)c2=N)cc1,1,0.4,-2,9,0,3,-5,-2,1,10

# Screens as filed in PubChem.
